bCat nuc transl – modulators of beta-catenin nuclear translocation, primary screen, imaging, HeLa cells, immunofluorescence, high-content. nuclear translocation activity, % at 5 µM. 0.3% of 190,000 active. AID 1665, 2009;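 active means nuclear translocation activity above 50% at 5 µM, with a well cell count of 50 or more; inconclusive means wells under 50 cells across six images, flagged as toxic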;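 further: per-cell ratio of nuclear to cytoplasmic median beta-catenin stain intensity; plate controls were DMSO negative control for no effect and GSK-3 inhibitor IX positive control for full effect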
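Test system: human HeLa cells, native beta-catenin. Compound dosing: 5 µM primary single dose, 0.1% DMSO, 0.02–20 µM confirmation series. Incubation: compound exposure 24 h at 37°C. Detection: beta-catenin immunostaining with DAPI counterstain, 20x imaging, 6 fields/well. Read-out basis: Nuclear/cytoplasmic beta-catenin signal ratio, % activation.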
MT stabilize HCS – microtubule stabilizers in HeLa cells, primary screen, imaging, high-content imaging | HeLa tubulin immunostaining HCS, 24 h; share of cells brighter than vehicle mean+2SD | % tubulin-high responders, % at 10 µM | 0.83% of 200,000 active;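 active means plate Z-score above 3 for both tubulin-high and condensed-nucleus cell shares, with cell loss under 80%, at 10 µM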;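 further: anti alpha tubulin signal scored within the nucleus-defined area of each cell; some results filed as inactive read as strong as hits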
Dynein transport – inhibitors of GR-EGFP nuclear translocation, primary screen, dynein cargo transport inhibitor project, imaging, high-content, 3617.4 mouse cells | test concentration mostly 20 µM; stimulated with dexamethasone, 1 µM; active compounds read low | z-score, hits read low | AID 1381, 2008 | 0.47% of 220,000 active;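 active means plate z-score of nuclear minus cytoplasmic receptor signal below a set negative limit, without overly bright fluorescence or cell loss, cut at about -3.5 in these data, passing the limit was not always enough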;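 further: z-score of nuclear minus cytoplasmic ring GR-EGFP intensity difference per well; some compounds called inactive have numbers as strong as hits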
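Medium: Induction medium lacking tetracycline, stripped serum | Probe or stimulus: 1.0 µM final dexamethasone stimulus | Schedule: 48 h induction, then 1 h compound, then 30 min agonist, 37 °C | Signal: Automated 10x imaging of fixed Hoechst-stained cells | Evaluation: Per-cell GR-EGFP intensity, nucleus versus surrounding cytoplasmic ring, well-averaged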
TNAP activators – human TNAP enzyme activators, primary screen, biochemical, luminescent, no phosphate acceptor, uHTS (AID 1001); Alkaline phosphatase, tissue-nonspecific isozyme (Homo sapiens); purified TNAP, luminescent activation assay, no phosphate acceptor; higher activation fold means a stronger effect; activation fold at 20 µM, or EC50 in µM where a hit was titrated; 0.03% of 200,000 active; in the data active means activation fold from about 3, or a potency from the dose series; inactive means the rest, 99 in 100 with activation fold below about 1.6; further: many of its hits are not listed in these tables
PMI inhibitors – inhibitors of human PMI, primary screen, biochemical, fluorescence intensity, coupled assay (AID 1209) | Mannose-6-phosphate isomerase (Homo sapiens) | purified PMI enzyme, coupled fluorescence intensity; higher % means a stronger effect | inhibition, % at 20 µM; hits with a dose series show IC50 in µM | 0.42% of 190,000 active; in the data active means inhibition above about 50%;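 further: plate controls were DMSO vehicle for no effect and wells lacking substrate for full effect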
T cell HTS – modulators of CD8 T cell-vesicle binding, primary screen, mouse 2C CD8+ T cells, flow cytometry | 0.068% of 330,000 active | 2C CD8+ T cell-vesicle binding; active compounds read low | calls only at 7 µM;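 active means response, share of CD8 T cells binding vesicles, and their 90th percentile fluorescence all below set limits, cut at about 80% in these data, passing the limit was not always enough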
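Read-out – percent CD8+ FL2 mean versus row control · System – murine 2C transgenic CD8+ T lymphocytes · Times – 1.5 h cell–vesicle binding at 37 °C, then 20 min icy labelling · Control set – naked vesicles low, QL9 vesicles with vehicle high · Detection – cytometric PE anti-B7-1 and Alexa647 anti-CD8 signals after 1% paraformaldehyde fixation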
Insulin prom up – insulin promoter activators in MIN6 cells, imaging, high-content screening, mouse beta cells. z-score at 5 µM. 0.3% of 190,000 active. MIN6 insulin promoter-GFP reporter; active compounds read high;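 active means z-score above 3 at 5 µM with at least 500 cells counted in the well; inconclusive means wells under 500 cells, flagged as cytotoxic or low count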
Hep lipid drop – inhibitors of hepatocyte lipid droplet formation, primary screen, imaging, high-throughput imaging, BODIPY stain | inhibition, % at 6.5 µM | AML12 mouse hepatocytes, oleate lipid droplets | 0.4% of 240,000 active;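 active means lipid droplet intensity inhibited by at least 50%, with more than 500 cells counted; inconclusive means wells with under 300 cells, treated as cytotoxic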
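Assay system: AML12 hepatocytes (mouse); Probe or stimulus: oleic acid at 100 µM to induce lipid droplet formation; Dosing: compound at 6.5 µM only; Schedule: compound with oleate, overnight; Detection: fluorescence imaging, 20x objective, two fields per well; Measure: % inhibition of lipid droplet signal.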
Myeloid diff 2 – induction of myeloid progenitor differentiation, primary screen, cell-based, flow cytometry, MLPCN library; 1% of 360,000 active; calls only at 10 µM; ER-HoxA9 myeloid progenitors, lysozyme-GFP differentiation; AID 624256, 2012;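 active means normalized GFP-positive differentiation at or above the plate's own cutoff, the solvent-only control mean plus 3 SD; inconclusive means no clear call, values can overlap the other calls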;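 further: cells exposed to compound for four days before flow analysis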
Dynein transport cytoplasmic EGFP – recorded beside Dynein transport, whose call it bears; z-score; measured here: cytoplasmic GR-EGFP intensity; active compounds read high
Dynein transport nuclear GR-EGFP – recorded beside Dynein transport, whose call it bears; z-score; measured here: nuclear GR-EGFP intensity;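 lower value marks the stronger effect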
Dynein transport cell count – recorded beside Dynein transport, whose call it bears; z-score; measured here: cell count per field
Insulin prom up cell count – further read-out of Insulin prom up, marked with its call; cell count; measured here: cytotoxicity, nuclei count;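 total cells summed across four imaged fields per well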
Hep lipid drop cells 6.5 µM – also measured in Hep lipid drop; calls as there; cell count; measured here: cell count, cytotoxicity flag;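 cells counted across two imaged fields per well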
bCat nuc transl cell count 5 µM – further read-out of bCat nuc transl, marked with its call; cell count; measured here: cell count, cytotoxicity flag
T cell HTS vesicle-bound % – second read-out of T cell HTS, no call of its own (marks repeat the call); double positive events, %; measured here: CD8+ vesicle-bound cell fraction;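 binding gate set so that unloaded-vesicle control wells show 10% double positive cells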
MT stabilize HCS Hoechst-high % – also measured in MT stabilize HCS; calls as there; % Hoechst-high responders; measured here: nuclear condensation Hoechst responders;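 share of cells brighter than vehicle mean plus two SD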
MT stabilize HCS cytotoxicity % – further read-out of MT stabilize HCS, marked with its call; toxicity, %; measured here: cytotoxicity by cell density;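 0% = mean cell density of plate MIN control wells and 100% = no cells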
Myeloid diff 2 GFP+ MAC1+ % – also measured in Myeloid diff 2; calls as there; GFP+ MAC1+ double positive, %; measured here: differentiation confirmed by MAC1 staining
An asterisk follows results filed as active; i = inactive; ? = inconclusive; · = no result given.

SMILES	bCat nuc transl	bCat nuc transl cell count 5 µM	MT stabilize HCS	MT stabilize HCS Hoechst-high %	MT stabilize HCS cytotoxicity %	Dynein transport	Dynein transport cytoplasmic EGFP	Dynein transport nuclear GR-EGFP	Dynein transport cell count	TNAP activators	PMI inhibitors	T cell HTS	T cell HTS vesicle-bound %	Insulin prom up	Insulin prom up cell count	Hep lipid drop	Hep lipid drop cells 6.5 µM	Myeloid diff 2	Myeloid diff 2 GFP+ MAC1+ %
CCC1(C)CC(CCNS(=O)(=O)c2ccc(C)cc2)(c2ccc(C)cc2)CCO1 (stereo not drawn)	0.6	1389	1.6	1.4	9.9	-0.045	-0.19	-0.42	-0.74	1	12%	i	25	-0.17	1654	·	·	i	0.7
CC1=C(C(=O)OCc2ccccc2)C(c2ccc(Cl)cc2Cl)NC(=O)N1CCCCCC(=O)O (stereo not drawn)	-3.0	517	2.7	2.8	10	-0.63	-0.27	-0.0074	0.93	1.1	-6%	i	17	-0.52	1212	3	697	·	·
Cc1cc(NC(=O)C2C3C=CC(C3)C2C(=O)O)no1 (stereo not drawn)	-1.3	1177	1.3	1.3	5.5	-0.45	-0.045	0.17	-0.32	1.1	4%	i	13	-0.05	873	13	723	i	6.8
COc1ccccc1NC(=O)N(Cc1cc2cc(OC)c(OC)cc2[nH]c1=O)CC1CCCO1 (stereo not drawn)	-8.1	1205	1.2	2.6	13	-0.13	-0.15	0.18	-0.94	1.1	16%	i	41	-0.74	1307	3	760	·	·
COc1ccc(/C(N)=N/OC(=O)c2cccc([N+](=O)[O-])c2)cc1	·	·	2.5	0.7	8.0	0.42	0.11	0.44	-0.033	1.1	-6%	i	34	0.82	883	0	765	i	0.6
CCCCN(CCCC)CC(O)CN1C(=O)NC(C)(C)C1=O (stereo not drawn)	-4.0	1225	3.8	2.8	2.1	-0.01	-0.19	-0.065	0.84	1.1	-3%	i	10	-0.78	815	4	732	i	0.7
Cc1ccc(-n2ncc3c(=O)n(CC(=O)NCc4ccco4)cnc32)cc1C	-1.0	953	13	35	30	0.024	-0.18	0.22	0.42	1	3%	i	40	1.7	1458	-21	333	i	2.8
COc1cc2c(cc1NC(=O)CSc1nnnn1-c1ccccc1)oc1ccccc12	-3.9	968	17	8.0	12	-0.6	-0.21	-0.14	0.54	1.2	-1%	i	47	-0.03	1335	·	·	i	0.7
CCN(CCCNC(=O)Cn1ncc2c(=O)oc3ccccc3c21)c1cccc(C)c1	-1.4	1148	3.4	3.2	7.3	0.36	-0.16	0.26	-0.54	0.8	-6%	i	41	0.02	849	·	·	i	2.8
Cc1nc2nc(SCc3ccc([N+](=O)[O-])cc3)[nH]c2cc1Br	-0.8	1285	·	·	·	0.25	-0.17	0.45	0.048	·	·	i	27	-0.25	1117	24	712	i	0.1
CC(C)(C)c1ccc(C(=O)NNC(=O)C2CCCCC2)cc1	-1.7	955	1.5	3.2	11	0.086	-0.12	-0.038	-0.71	2.4	9%	i	61	·	·	0	491	i	0.2
O=C(O)C1CC=CCC1C(=O)NNS(=O)(=O)c1ccccc1 (stereo not drawn)	1.1	1084	1.7	2.0	5.6	-0.072	-0.32	-0.07	-0.44	1	-11%	i	32	1.5	1184	14	710	i	0.2
CC1(C)Cc2c(c(=S)nc(-c3ccccc3)n2Cc2cccnc2)CO1	-0.4	1348	·	·	·	0.61	-0.24	0.23	0.16	·	·	i	56	-0.29	1041	-18	623	i	0.4
CCc1ccc2c(c1)[C@H]1OCC[C@H]1[C@@H](c1cccs1)N2	16	218	2.2	3.6	6.0	-0.36	0.33	-0.29	0.31	1.1	7%	i	24	-1.5	953	-123	438	?	·
Cc1ccc(N2C(=O)N(CC(=O)NCc3ccc(Cl)cc3)C(=O)C2C)cc1 (stereo not drawn)	-2.0	1447	2.8	1.9	6.7	0.014	-0.21	0.84	0.23	1.1	-2%	i	44	-0.2	1566	·	·	i	0.4
Cc1noc2ncnc(N3CCN(c4ccc(F)cc4)CC3)c12	0.2	1095	1.5	1.6	0.2	0.026	-0.2	-0.045	-0.51	1	-5%	i	38	-0.22	1155	9	641	i	0.2
COc1ccc(C(=O)NC(=O)CSc2nnc(-c3ccco3)n2-c2ccccc2)cc1	-3.3	840	4.8	2.6	8.3	-1.1	0.38	-0.076	0.28	1.1	4%	i	8	0.21	1618	·	·	i	0.7
Clc1cc2c(nn1)Nc1ccccc1S2	0.7	1023	·	·	·	0.7	-0.28	0.092	0.23	·	·	i	43	0.02	1397	6	697	i	0.5
CC(NC(=O)C(C)N1C(=O)C2C3CC(C(Br)C3Br)C2C1=O)c1ccccc1 (stereo not drawn)	-0.4	977	2.0	1.3	5.9	0.3	-0.21	0.58	-0.65	1.1	-7%	i	34	-0.31	1368	-14	629	i	1.1
Cc1ccc2[nH]c3c(=O)n(N)c(C)nc3c2c1	-1.7	1073	3.1	2.5	6.6	0.53	-0.071	0.73	-0.82	1	9%	i	59	0	1671	9	695	i	0.2
CC1CCN(C(=O)N2c3ccccc3Sc3ccccc32)CC1	·	·	1.9	0.6	5.5	0.31	-0.15	0.18	0.1	1.1	1%	i	21	0.93	928	15	778	i	0.8
COc1ccc(C(=O)O)cc1S(N)(=O)=O	-1.3	1118	7.1	0.8	9.5	-0.41	-0.25	-0.21	1.3	1.1	6%	i	64	-0.24	1243	6	696	i	0.6
COc1cc2c3c(c1)/C(=C1/SC(NC(C)=O)=NC1=O)C(=O)N3C(C)(C)C=C2C	·	·	3.6	3.4	6.4	-0.39	-0.25	-0.44	0.54	1.2	7%	i	53	-1.7	1316	26	725	i	0.5
CCN(CC)S(=O)(=O)c1ccc(N2CCOCC2)c(NC(=O)c2ccc3ccccc3c2)c1	-0.8	1022	1.6	2.0	5.1	-0.52	0.68	-0.26	0.1	1	11%	i	44	-1	1319	15	668	i	0.4
COc1ccc(N(C(=O)C2CCCCC2)C2C=CS(=O)(=O)C2)c(OC)c1 (stereo not drawn)	·	·	2.4	2.1	5.7	-0.74	-0.25	0.13	0.2	1.1	13%	i	61	-0.22	1143	-2	654	i	0.8
CCN(CC)C(=O)c1c(C)nc2ccccn12	0.1	976	2.0	1.6	11	-0.71	-0.01	-0.082	0.85	1.1	13%	i	60	0.5	952	-23	798	i	0.3
CCn1c(CC(=O)Nc2ccccc2OC)nnc1SCC(=O)Nc1ccccc1F	-1.5	1070	4.4	4.1	6.7	0.42	-0.27	0.9	-1.5	1	-1%	i	41	0.61	1630	28	650	i	0.3
CCc1ccc(S(=O)(=O)Nc2cccc(C3OCCCO3)c2)cc1	0.0	1140	3.3	3.7	5.4	0.078	-0.33	0.4	-0.074	1.1	-3%	i	42	-0.53	1363	2	699	i	0.1
O=C(NC1(C(=O)NC2CCCCC2)CCCCC1)c1ccccn1	-1.9	1191	0.9	1.7	11	-1	-0.48	-0.47	1.2	1.1	9%	i	10	-0.43	910	-4	767	i	0.3
COC(=O)c1cc(NC(=O)C2COc3ccccc3O2)ccc1Cl (stereo not drawn)	0.0	1084	1.3	2.3	18	0.53	-0.22	0.51	-0.054	1.1	7%	i	24	-0.11	1244	18	674	i	5.9
COCCn1nnnc1C(c1ccc(OC)cc1OC)N1CCN(c2ccccc2F)CC1 (stereo not drawn)	3.7	1130	1.4	2.6	9.6	3.1	-0.049	1.5	-1.4	1.1	3%	i	10	-0.24	1261	·	·	i	0.4
Cn1c(=O)c2c(nc(SC3C(=O)CC(C)(C)CC3=O)n2C)n(C)c1=O	-3.3	920	·	·	·	·	·	·	·	1.2	-16%	i	33	1.2	1195	·	·	i	0.7
CC(c1ccccc1)C1CC(=O)N(C2CCCCC2)C1=O (stereo not drawn)	·	·	2.8	1.2	6.6	1.2	-0.15	0.78	-0.81	1.1	2%	i	43	0.5	1009	18	777	i	0.6

Compound activity as filed in PubChem.
